Screening data as filed in PubChem BioAssay.
Mdm2-MdmX inh: inhibitors of human Mdm2-MdmX association, primary screen, cell-based, luminescence, split luciferase, SaOS-2, uHTS | Protein Mdm4 (Homo sapiens) + E3 ubiquitin-protein ligase Mdm2 (Homo sapiens), … | 330,000 tested, 3% active | inhibition, % at 8 µM | SaOS-2 split-luciferase Mdm2/MdmX complementation;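 active = inhibition of at least 50% at 8 µM in the primary screen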
Gli-Sufu antag: Gli-Sufu pathway antagonists, primary screen, luciferase luminescence, Sufu-KO-LIGHT cells, uHTS; Sufu-KO-LIGHT fibroblasts, Gli luciferase reporter luminescence; inhibition, % at 5 µM; 340,000 tested, 0.74% active; AID 588413, 2011;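 active = inhibition above about 55%, limit read from the data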;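 note: 0% = DMSO-treated cells and 100% = wells with medium but no cells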
EBI2 block: EBI2 receptor antagonists, beta-arrestin recruitment, primary screen, cell-based, luminescence, 7a,25-OHC stimulation, uHTS. inhibition, % at 5 µM. 7a,25-OHC stimulated. 360,000 tested, 0.81% active; in the data active = inhibition above about 38%;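 note: enzyme fragment complementation signal reports receptor beta-arrestin coupling in cells; 0% = agonist plus DMSO wells and 100% = wells without agonist; some results beyond the cut were filed as inactive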
Target sequence (P32249 whole entry, looked up, the tested form may be a part): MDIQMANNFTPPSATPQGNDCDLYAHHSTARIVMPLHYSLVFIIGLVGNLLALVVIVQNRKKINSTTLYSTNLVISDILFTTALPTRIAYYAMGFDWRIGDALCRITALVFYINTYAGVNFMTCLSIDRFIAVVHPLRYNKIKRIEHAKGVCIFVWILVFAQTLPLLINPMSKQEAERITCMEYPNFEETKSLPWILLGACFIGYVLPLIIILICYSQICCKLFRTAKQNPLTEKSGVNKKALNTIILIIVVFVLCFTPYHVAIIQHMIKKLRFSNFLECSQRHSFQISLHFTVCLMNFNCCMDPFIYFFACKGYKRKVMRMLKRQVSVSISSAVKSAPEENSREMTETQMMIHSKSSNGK
697 NFkB inh: inhibitors of PMA/ionomycin-induced NF-kB reporter, 697 cells, primary screen, B-cell NF-kB inhibitor project, cell-based, luminescence, uHTS; 697 B-cell NF-kB luciferase reporter, 16 h; inhibition, % at 4 µM; 330,000 tested, 0.33% active; AID 435022, 2010; in the data active = inhibition above about 35%
UPR CHOP act: activators of apoptotic CHOP UPR arm, primary screen, cell-based, CHO-CHOP luciferase reporter, luminescence, uHTS. UPR activation; percent of tunicamycin response over DMSO baseline. 330,000 tested, 0.34% active. activation, % at 10 µM;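 active = at 10 µM dose, activation of 40% or more, normalized to positive control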;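 note: 100% = tunicamycin at 10 µg/mL and 0% = DMSO alone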
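Test system: CHO CHOP reporter cells. Input: 500 CHO-CHOP cells per well. Medium: F12 with 10% FBS. Technique: luciferase luminescence. Measure: percent activation relative to tunicamycin control. Dosing: 10 µM compound, 0.5% DMSO. Timing: 16-18 h cell attachment, then 6 h compound exposure, 37 °C.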
Jurkat NFkB inh: inhibitors of induced NF-kB luciferase reporter, primary screen, TCR NF-kB activation inhibitor project, cell-based, luminescence, uHTS; AID 435003, 2010; inhibition, % at 4 µM; Jurkat, PMA/ionomycin-induced NF-kB luciferase reporter; 330,000 tested, 0.53% active; in the data active = inhibition above about 50%
CXCR6 block: CXCR6 receptor inhibitors, primary screen, cell-based, beta-arrestin, luminescence, CHO-K1 PathHunter, 1536-well | AID 602244, 2012 | 360,000 tested, 0.36% active | inhibition, % at 20 µM | C-X-C chemokine receptor type 6 (Homo sapiens), O00574; in the data active = inhibition above about 34%, passing the limit was not always enough;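 note: antagonist mode with CXCL16 agonist at 10 nM final; 0% = 10 nM CXCL16 with DMSO and 100% = unstimulated wells without agonist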
Target sequence (O00574 whole entry, looked up): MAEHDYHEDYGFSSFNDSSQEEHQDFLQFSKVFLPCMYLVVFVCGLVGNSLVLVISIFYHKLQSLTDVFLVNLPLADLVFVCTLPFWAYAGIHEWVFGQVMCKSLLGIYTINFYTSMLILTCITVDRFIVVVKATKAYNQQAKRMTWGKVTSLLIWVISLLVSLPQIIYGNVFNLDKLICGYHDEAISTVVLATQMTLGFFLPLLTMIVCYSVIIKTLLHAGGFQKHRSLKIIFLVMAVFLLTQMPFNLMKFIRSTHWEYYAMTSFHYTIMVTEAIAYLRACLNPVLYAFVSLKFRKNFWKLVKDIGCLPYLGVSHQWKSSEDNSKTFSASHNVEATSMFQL
CCR6 antag: CCR6 receptor antagonists, primary screen, cell-based, CHO-K1, luminescence, beta-arrestin, uHTS; CHO-K1 CCR6 PathHunter beta-arrestin, CCL20-stimulated; 340,000 tested, 0.49% active; inhibition, % at 20 µM; AID 493098, 2011; C-C chemokine receptor type 6 (Homo sapiens), P51684;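 active = compounds whose inhibition of the agonist-driven luminescence signal at 20 µM reaches about 50%, limit read from the data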;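 note: cells stimulated with CCL20 at 14 nM final; plate controls were DMSO with CCL20 for no effect and DMSO without agonist for full effect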
UPR XBP1 act: activators of adaptive XBP1 UPR arm, primary screen, cell-based, CHO-XBP1 luciferase reporter, luminescence, uHTS; IRE1-XBP1 UPR activation; percent of tunicamycin response, DMSO as zero; activation, % at 20 µM; AID 463104, 2010; 330,000 tested, 0.33% active;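 active = versus positive control, 20 µM dose yields 30% or more activation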;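 note: 100% = tunicamycin at 10 µg/mL and 0% = DMSO only wells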
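Material: IRE1-XBP1 luciferase reporter CHO line / Quantity: one thousand reporter cells per well / Buffer or medium: F12 with 10% serum / Compound: 20 µM single concentration, DMSO 1% / Times: 6 h treatment, 37 °C / Detection: Steady-Glo luciferase glow luminescence, 10 min after reagent addition / Benchmarks: tunicamycin high, DMSO low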
Numbers without * were called inactive; . = not tested or not shown.

Value order: Mdm2-MdmX inh	Gli-Sufu antag	EBI2 block	697 NFkB inh	UPR CHOP act	Jurkat NFkB inh	CXCR6 block	CCR6 antag	UPR XBP1 act
1) CCOc1cc(C(=O)OCc2ccc([N+](=O)[O-])cc2)ccc1OCC(=O)N1CCOCC1
    16	-3	-6	16	-0.8	13	-4	2	0
2) Cc1ccccc1C(=O)NC(=S)NCC1CCCO1 (stereo not drawn)
    10	-8	-8	-11	0.0	-9	8	-9	1
3) O=C(NCc1ccccc1)[C@H]1C[C@@H]1[C@H](NP(=O)(c1ccccc1)c1ccccc1)c1ccccc1
    39	-18	23	2	4.5	1	7	10	-1
4) Cc1ccc(S(=O)(=O)NCC(=O)NNC(=O)c2ccc(Br)cc2)cc1C
    2	1	-9	11	-1.2	0	-6	14	-1
5) C=CCN1C(=O)c2ccc(C(=O)NCC(c3ccccc3)N(C)C)cc2C1=O (stereo not drawn)
    21	-2	-8	-15	-2.7	7	-7	-1	0
6) CN(C)c1ccc(/C=c2/sc3n(c2=O)NC2(c4ccccc4)N(C)C(=O)N(C)C2(c2ccccc2)N=3)cc1 (stereo not drawn)
    32	.	.	23	0.2	6	.	.	0
7) Cc1cccc(C)c1NC(=O)NN=C1CCCCC1
    8	11	3	7	1.0	9	-9	9	1
8) O=C(NNC(=O)C1CC1c1ccccc1)c1cccc([N+](=O)[O-])c1 (stereo not drawn)
    1	3	-16	-9	1.3	-8	-7	18	-2
9) NNC(=O)COc1ccc(-c2n[nH]c(C(F)(F)F)c2-c2ccc(Br)cc2)c(O)c1
    9	-6	-16	-29	-1.1	34	-4	-10	0
10) CCC(=O)Nc1ccc2c(c1)nc(CCN1CCN(C)CC1)n2C
    16	-10	-9	-2	3.2	-3	2	4	1
11) CCOC(=O)c1[nH]ncc1CN1CCCC(C(=O)c2ccc(OC)c(OC)c2)C1 (stereo not drawn)
    2	5	-13	2	0.3	-12	-2	9	0
12) O=C1CCCc2cc3c(cc21)CCCC3
    .	-3	1	.	.	.	0	2	.
13) CNc1ccccc1C(C)(C)c1cc(-c2ccc(F)cc2)no1
    19	0	-5	-18	-0.7	12	-5	8	2
14) O=C(COC(=O)c1cccs1)Nc1cccc(S(=O)(=O)NC2=NCCCCC2)c1
    -26	-6	-11	0	0.2	1	-1	-7	1
15) Cc1ccc[n+](CC(=O)/C=C2\N(C)c3ccccc3C2(C)C)c1
    -15	12	-12	48*	1.6	55*	-8	-8	-1
16) COc1ccc(C(=O)C2CCCN(C(=O)c3ccc(C(C)=O)s3)C2)c(C)c1 (stereo not drawn)
    -1	-1	1	4	0.7	8	7	19	-6
17) N#Cc1cccc(C(=O)OCC(=O)N2CCCc3ccccc32)c1
    3	-12	7	22	-0.5	0	2	14	3
18) COc1ccc(NC(=O)c2ccc(S(=O)(=O)NCc3cccnc3)cc2)cc1
    -10	14	3	-4	1.5	11	0	0	-4
19) CC(=O)Nc1ccc(S(=O)(=O)N2CCN=C2SCc2ccc(F)cc2)cc1
    0	12	3	-24	0.6	7	-20	3	-5
20) Cc1csc(SCCn2c(N3CCOCC3)nc3c2c(=O)[nH]c(=O)n3C)n1
    1	-10	0	-2	-1.8	1	-5	12	2
21) N=C1/C(=C/c2coc3ccccc3c2=O)C(=O)N=C2SC(c3ccco3)=NN12
    -22	-1	4	0	1.1	-7	5	-10	4
22) CN(CC1CCN(CCc2cccc(C(F)(F)F)c2)CC1)C(=O)c1ccc(F)cc1F
    22	24	6	11	1.6	2	4	9	-2
23) O=C(O)CNC(=O)c1ccc(S(=O)(=O)N2CCOCC2)cc1
    8	-5	-9	4	-1.5	3	8	-7	-2
24) N#C/C(=C/c1ccc(N2CCOCC2)o1)c1nc2ccccc2[nH]1
    -137	-93	3	6	-0.4	-5	11	34	-5
25) COc1cc(/C=C/C(=O)O)cc(S(=O)(=O)Nc2cc(Cl)c(Cl)cc2Cl)c1OC
    5	4	6	14	1.1	10	-6	2	0
26) Cc1cccc(Nc2cnn(C34CC5CC(CC(CC(=O)O)(C5)C3)C4)c(=O)c2Cl)c1
    6	0	-16	14	1.1	1	-1	4	-4
27) O=C(CCC1CCCCC1)NCc1ccncc1
    2	18	-10	10	1.6	-9	-3	12	0
28) CCOc1cccc(-c2c(C(=O)N/N=C/c3cccs3)nnn2-c2nonc2N)c1
    19	-30	10	-24	-3.3	-2	-5	18	-3
29) O=C(c1ccc(=O)[nH]n1)N1CCN(S(=O)(=O)c2cccc(F)c2)CC1
    14	-17	-8	-8	0.1	1	3	4	0
30) O=[N+]([O-])c1cccc(/C=N/n2c(COc3ccccc3)n[nH]c2=S)c1
    17	4	17	23	-2.9	2	2	22	4
31) CCN(c1ccccc1)S(=O)(=O)c1ccc(OC)c(NC(=O)c2c(C)noc2C)c1
    17	-4	2	9	0.6	3	9	8	0
32) CCN1CCCC1CNC(=O)c1ccc(N2CCCC2=O)cc1 (stereo not drawn)
    -5	2	-3	10	-1.1	-1	3	5	0
33) CCOc1ccc(C(=O)NCC(=O)OCC(=O)N2CCCC2)cc1
    -3	-37	-4	-2	0.2	-11	6	10	-2
34) Cc1ccccc1NC(=O)c1cc(S(=O)(=O)c2ccccc2)ccc1Cl
    3	6	7	-32	0.7	-31	2	-21	2
35) COc1ccc2cc3cc(C(=O)N4CCN(c5ccccc5)CC4)oc3nc2c1
    21	20	0	-22	-1.0	-24	15	7	-1
36) O=C(NCCN1CCOCC1)c1c(F)c(F)c(F)c(F)c1F
    2	-3	8	14	-0.7	11	-4	10	-1
37) Cc1ccc(OCc2cc(C(=O)N3CCN(C)C[C@@H]3c3ccccc3)no2)cc1C
    -46	-25	4	-75	3.1	-90	4	17	1
38) CCOc1ccc2c(c1)OC(c1ccc(C)cc1)(C(F)(F)F)NC2=O (stereo not drawn)
    28	28	0	10	1.1	60*	-11	-1	22
39) Cc1cc(NC(=S)Nc2cccnc2)ccc1Br
    -6	-8	1	16	0.1	3	0	14	-2
40) O=C(N/C(=C\c1ccco1)C(=O)N1CCCC1CO)c1ccccc1 (stereo not drawn)
    20	-16	4	7	-0.2	-5	-4	7	-1
41) CC1CN(S(=O)(=O)c2cccc(-c3cn4ccccc4n3)c2)CC(C)O1 (stereo not drawn)
    12	-2	-2	14	-0.3	-11	-5	-11	-2
42) COc1ccc(NC(=O)c2ccc(NC(=O)c3nc4nccc(C)n4n3)cc2)cc1
    9	-14	10	-4	1.6	0	-7	3	-1
43) O=C(CSc1nnc(COc2ccccc2)n1-c1ccccc1)c1ccccc1
    -6	6	3	-46	1.3	-5	-2	14	2
44) CCOC(=O)c1c(N)sc(C(=O)OC)c1C
    -4	-15	-1	-24	-1.9	-9	5	6	6
45) O=C(c1ccco1)N1CCN(Cc2nc(-c3cccs3)no2)CC1
    14	8	-12	-7	-1.0	1	4	0	-3

Entries above containing two or more sulfur atoms:
Value order: Mdm2-MdmX inh	Gli-Sufu antag	EBI2 block	697 NFkB inh	UPR CHOP act	Jurkat NFkB inh	CXCR6 block	CCR6 antag	UPR XBP1 act
14) O=C(COC(=O)c1cccs1)Nc1cccc(S(=O)(=O)NC2=NCCCCC2)c1
    -26	-6	-11	0	0.2	1	-1	-7	1
19) CC(=O)Nc1ccc(S(=O)(=O)N2CCN=C2SCc2ccc(F)cc2)cc1
    0	12	3	-24	0.6	7	-20	3	-5
20) Cc1csc(SCCn2c(N3CCOCC3)nc3c2c(=O)[nH]c(=O)n3C)n1
    1	-10	0	-2	-1.8	1	-5	12	2

Next section
Value order: Mdm2-MdmX inh	Gli-Sufu antag	EBI2 block	697 NFkB inh	UPR CHOP act	Jurkat NFkB inh	CXCR6 block	CCR6 antag	UPR XBP1 act
46) COc1ccc2nc(N3CCCC3)c(C#N)cc2c1
    -2	-8	7	19	4.3	-22	0	7	0
47) COC(=O)Nc1ccc(S(=O)(=O)N2CCCCC2C(=O)NCc2ccco2)cc1 (stereo not drawn)
    11	8	-2	-4	-0.2	-3	0	1	-1
48) CCN(CC)C(=O)CSc1nc2ccccc2n1CC(=O)N1CCN(c2ccccc2OC)CC1
    -11	4	-6	5	2.1	6	2	-10	-3
49) CCOC(=O)C(=Cc1ccc(F)cc1)C(=O)OCC
    45	.	.	-14	122*	3	.	.	-7
50) COc1cccc(Nc2c3c(nc4c(-c5ccccc5)c(C)nn24)CCC3)c1
    27	6	4	3	-0.6	6	10	22	-3
51) CC[C@@H]1CC=C[C@H]2[C@H]1C(=O)N(Cc1ccccc1)[C@H]2c1cc(C)ccc1F
    54*	.	.	-57	0.6	21	.	.	-2
52) COc1ccc(C(=O)N2CCCC(c3nc(-c4cccs4)no3)C2)cc1OC (stereo not drawn)
    -6	3	3	8	-0.8	6	-1	0	2
53) Nc1c(C(=O)OCC(=O)NCc2ccccc2)[nH]c(=O)[nH]c1=O
    -6	3	-6	-15	-0.6	-5	0	-1	0
54) COCCN(C(=O)c1cc2c(s1)CCCCC2)c1c(N)n(Cc2ccccc2)c(=O)[nH]c1=O
    5	1	5	24	1.7	-2	-7	4	2
55) COC(=O)[C@@]12CCCCN1[C@H](c1ccc(-c3ccccc3)c(OC)c1)[C@H]1C(=O)N(C)C(=O)[C@H]12
    24	4	10	11	-2.6	4	5	3	2
56) CCOC(=O)c1sc2nc(CC(=O)OC)nc(NCCN3CCOCC3)c2c1C
    .	-5	-5	.	.	.	-2	10	.
